RGS7-Gao reg = regulators of human RGS7-Galphao interaction; Multiplexed bead flow cytometry, RGS7-Galphao binding; actives lie on both sides; binding response (% of control), % at 10 µM; AID 1439; 0.35% of 220,000 active; P09471; in the data active = binding response below about 49% or above about 150%; inconclusive = no clear call, values can overlap the other calls; inactive = in between;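 also: fluorescent Galphao held in activated GDP-AlF4 state binding bead-coupled RGS7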
Bim-Bcl-W = human Bim-Bcl-W interaction inhibition; bead-based flow cytometry, Bim peptide-Bcl-W binding; 0.02% of 190,000 active; Q92843; inhibition, % at 10 µM; AID 952;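 also: 0% = bound tracer without compound and 100% = peptide blocker; higher means less fluorescent Bim peptide bound to Bcl-W beads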
RGS4-Gao reg = modulates binding of RGS4 to human Galphao; 0.33% of 220,000 active; AID 1415; binding response (% of control), % at 10 µM; Multiplexed bead flow cytometry; actives lie on both sides; in the data active = binding response below about 49% or above about 150%; inactive = in between;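 also: fluorescent Galphao activated with aluminum fluoride binding bead-coupled RGS4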
Mcl1-Bid inh = Mcl-1/Bid interaction inhibition | Q07820 | TR-FRET Mcl-1/Bid-Dy647 peptide binding, 1536-well | inhibition, % at 21.7 µM | 0.97% of 220,000 active;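 active = compounds that cut the binding signal by more than half at the single screening dose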;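 also: His-tagged Mcl-1 with europium anti-His antibody binding Bid BH3 peptide; 0% = Mcl-1 plus peptide wells and 100% = peptide-only wells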
Target sequence (Q07820 whole entry, looked up): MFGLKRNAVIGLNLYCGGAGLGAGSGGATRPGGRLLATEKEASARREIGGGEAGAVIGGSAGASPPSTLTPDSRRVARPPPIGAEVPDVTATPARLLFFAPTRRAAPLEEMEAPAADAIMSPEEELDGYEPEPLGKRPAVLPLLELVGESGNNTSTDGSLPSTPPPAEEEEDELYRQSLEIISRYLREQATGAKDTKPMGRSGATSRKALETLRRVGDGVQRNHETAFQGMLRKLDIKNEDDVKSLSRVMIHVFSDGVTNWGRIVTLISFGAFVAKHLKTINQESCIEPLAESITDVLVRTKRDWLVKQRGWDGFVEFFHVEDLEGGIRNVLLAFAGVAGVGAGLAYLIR
Bcl-B Bim block = disrupts Bim peptide binding to human Bcl-B | inhibition, % at 10 µM | bead-based flow cytometry | 0.073% of 190,000 active | Q9HD36;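 also: 0% = tracer peptide without compound and 100% = reference inhibitor peptide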
Target sequence (Q9HD36 whole entry, looked up): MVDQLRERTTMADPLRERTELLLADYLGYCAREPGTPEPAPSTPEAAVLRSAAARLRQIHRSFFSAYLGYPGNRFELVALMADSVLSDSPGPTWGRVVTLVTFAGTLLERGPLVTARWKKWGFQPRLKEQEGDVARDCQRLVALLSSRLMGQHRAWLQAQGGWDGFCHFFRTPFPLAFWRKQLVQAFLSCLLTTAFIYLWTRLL
Mcl1-Noxa inh = disrupts binding of human Mcl-1 to Noxa peptide; AID 1022; TR-FRET Mcl-1/Noxa peptide binding, 2 h; 1.5% of 220,000 active; inhibition, % at 21.7 µM; Q07820;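 active = compounds that cut the protein-peptide binding signal by more than 50% relative to plate controls in a single-dose test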;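 also: His-tagged Mcl-1 with rhodamine Noxa BH3 peptide and terbium anti-His antibody; 0% = Mcl-1 plus Noxa peptide wells and 100% = peptide-only wells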
Bcl-2 Bim block = human Bim-Bcl-2 interaction inhibition; P10415; AID 950; 0.06% of 190,000 active; Bead-based flow cytometry, Bim peptide-Bcl-2 binding; inhibition, % at 10 µM; in the data active = inhibition above about 40%; inconclusive = no clear call, values can overlap the other calls;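 also: 0% = no compound wells with probe peptide and 100% = reference peptide inhibitor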
Target sequence (P10415 whole entry, looked up): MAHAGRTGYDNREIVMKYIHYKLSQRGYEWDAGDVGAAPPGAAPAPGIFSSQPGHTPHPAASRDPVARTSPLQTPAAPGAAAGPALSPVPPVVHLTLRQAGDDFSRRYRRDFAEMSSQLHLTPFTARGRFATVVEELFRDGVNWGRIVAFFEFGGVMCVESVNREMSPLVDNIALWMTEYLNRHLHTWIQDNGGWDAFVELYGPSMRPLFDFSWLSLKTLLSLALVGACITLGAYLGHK
Bim-Bcl-XL = inhibitors of Bim-Bcl-XL interaction, human; Q07817; Bim peptide-Bcl-XL binding, bead flow cytometry, fluorescence; inhibition, % at 10 µM; 0.04% of 190,000 active; AID 1007
Target sequence (Q07817 whole entry, looked up): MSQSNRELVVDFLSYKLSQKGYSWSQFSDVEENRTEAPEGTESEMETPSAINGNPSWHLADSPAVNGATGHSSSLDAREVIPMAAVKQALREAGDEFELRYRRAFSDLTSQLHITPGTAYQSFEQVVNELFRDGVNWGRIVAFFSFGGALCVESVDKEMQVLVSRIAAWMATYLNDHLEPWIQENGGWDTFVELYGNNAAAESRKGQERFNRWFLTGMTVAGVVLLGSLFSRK
RGS8-Gao reg = human RGS8-Galphao interaction regulation. multiplexed bead flow cytometry, RGS8-Galphao binding; actives lie on both sides. 0.34% of 220,000 active. response (percent of control binding), % at 10 µM; in the data active = response below about 60% or above about 140%; inactive = in between;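 also: Galphao activated as the GDP aluminium fluoride complex binding bead-coupled RGS8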
Bfl-1 Bim block = disrupts Bim binding to human Bfl-1 | Bead-based flow cytometry, Bim-Bfl-1 binding inhibition | inhibition, % at 10 µM | 0.12% of 190,000 active | AID 1008;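 also: 0% = wells without compound plus tracer and 100% = blocker peptide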
Mcl-1 Bim block = human Bim-Mcl-1 interaction inhibition; Q07820; Bead-based flow cytometry, Bim peptide-Mcl-1 binding; inhibition, % at 10 µM; 0.1% of 190,000 active;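 also: 0% = no compound tracer wells and 100% = peptide blocker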
* = called active by the depositor. Rule as the data show it, unless noted: active = inhibition above about 40%.

For O=C(NCCCn1ccnc1)c1ccc(Cl)c(S(=O)(=O)N2CCOCC2)c1 the results were RGS7-Gao reg 99, Bim-Bcl-W -1, RGS4-Gao reg 99, Mcl1-Bid inh 1, Bcl-B Bim block 0, Mcl1-Noxa inh 15, Bcl-2 Bim block -2, Bim-Bcl-XL 0, RGS8-Gao reg 102, Bfl-1 Bim block 0 and Mcl-1 Bim block -1.
For CC(C)(C)NC(=O)CC(c1ccccc1)c1ccccc1O (centres undefined) the results were RGS7-Gao reg 104, Bim-Bcl-W 0, RGS4-Gao reg 100, Mcl1-Bid inh -29, Bcl-B Bim block -7, Mcl1-Noxa inh -11, Bcl-2 Bim block -9, Bim-Bcl-XL -4, RGS8-Gao reg 102, Bfl-1 Bim block -13 and Mcl-1 Bim block 0.
For CCCNC(=O)COc1ccc(S(=O)(=O)Nc2ccc(C)cc2)cc1 the results were RGS7-Gao reg 103, Bim-Bcl-W 4, RGS4-Gao reg 101, Mcl1-Bid inh -32, Bcl-B Bim block -2, Mcl1-Noxa inh -12, Bcl-2 Bim block 0, Bim-Bcl-XL 1, RGS8-Gao reg 109, Bfl-1 Bim block -4 and Mcl-1 Bim block -2.
For CCC(C(=O)NCc1ccc(OC)cc1)n1nc(C)n2c(cc3occc32)c1=O (centres undefined) the results were RGS7-Gao reg 123, Bim-Bcl-W -1, RGS4-Gao reg 134, Mcl1-Bid inh -22, Bcl-B Bim block -6, Mcl1-Noxa inh -17, Bcl-2 Bim block -5, Bim-Bcl-XL 0, RGS8-Gao reg 109, Bfl-1 Bim block -9 and Mcl-1 Bim block 2.
`CCCS(=O)(=O)N1CCC(C(=O)NCCCN(CC)c2cccc(C)c2)CC1` gave RGS7-Gao reg 104, Bim-Bcl-W 0, RGS4-Gao reg 102, Mcl1-Bid inh -6, Bcl-B Bim block -1, Mcl1-Noxa inh 16, Bcl-2 Bim block 6, Bim-Bcl-XL -1, RGS8-Gao reg 102, Bfl-1 Bim block 2 and Mcl-1 Bim block -3.
Screening Cn1c(=O)n(Cc2ccc(Br)cc2)c2ccccc21 returned RGS7-Gao reg 98, Bim-Bcl-W 0, RGS4-Gao reg 99, Mcl1-Bid inh -9, Bcl-B Bim block 0, Mcl1-Noxa inh -3, Bcl-2 Bim block -6, Bim-Bcl-XL 0, RGS8-Gao reg 96, Bfl-1 Bim block 6 and Mcl-1 Bim block -1.
For CC(C)c1nc2sc3c(=S)nc[nH]c3c2c2c1CCC2 the results were RGS7-Gao reg inconclusive, RGS4-Gao reg 94, Mcl1-Bid inh -61, Mcl1-Noxa inh -28 and RGS8-Gao reg 95.
c1ccc2c3c([nH]c2c1)C(C1CCCCC1)N(Cc1ncc[nH]1)CC3 (centres undefined) was read as RGS7-Gao reg 96, Bim-Bcl-W -2, RGS4-Gao reg 100, Mcl1-Bid inh -65, Bcl-B Bim block -4, Mcl1-Noxa inh 0, Bcl-2 Bim block -4, Bim-Bcl-XL -4, RGS8-Gao reg 100, Bfl-1 Bim block -5 and Mcl-1 Bim block -3.
O=C(c1ccc([N+](=O)[O-])cc1)N1CCSC1c1ccc(Cl)cc1 (centres undefined) was read as RGS7-Gao reg 98, Bim-Bcl-W -2, RGS4-Gao reg 67, Mcl1-Bid inh -11, Bcl-B Bim block 7, Mcl1-Noxa inh 6, Bcl-2 Bim block 3, Bim-Bcl-XL 0, RGS8-Gao reg 110, Bfl-1 Bim block 4 and Mcl-1 Bim block -1.
For COc1ccc(C(C)=O)cc1CN1CCCCC1 the results were RGS7-Gao reg 106, Bim-Bcl-W 2, RGS4-Gao reg 115, Mcl1-Bid inh -2, Bcl-B Bim block 7, Mcl1-Noxa inh 23, Bcl-2 Bim block 2, Bim-Bcl-XL 0, RGS8-Gao reg 112, Bfl-1 Bim block 4 and Mcl-1 Bim block 2.
Cc1c(Cl)cccc1N(CC(=O)NC1CCCCC1)S(C)(=O)=O was read as RGS7-Gao reg 99, Bim-Bcl-W -1, RGS4-Gao reg 102, Mcl1-Bid inh 10, Bcl-B Bim block -6, Mcl1-Noxa inh 18, Bcl-2 Bim block -9, Bim-Bcl-XL -1, RGS8-Gao reg 102, Bfl-1 Bim block -14 and Mcl-1 Bim block -3.
Screening O=C(Nc1ccc2c(c1)OCO2)c1cc(-c2cccnc2)nc2ccccc12 returned RGS7-Gao reg inconclusive, Bim-Bcl-W 2, RGS4-Gao reg 99, Mcl1-Bid inh -52, Bcl-B Bim block 6, Mcl1-Noxa inh 27, Bcl-2 Bim block 2, Bim-Bcl-XL 5, RGS8-Gao reg 103, Bfl-1 Bim block 2 and Mcl-1 Bim block 1.

Reprinted from the part before: 2 entries, followed by the next part.
Cc1c(Cl)cccc1N(CC(=O)NC1CCCCC1)S(C)(=O)=O was read as RGS7-Gao reg 99, Bim-Bcl-W -1, RGS4-Gao reg 102, Mcl1-Bid inh 10, Bcl-B Bim block -6, Mcl1-Noxa inh 18, Bcl-2 Bim block -9, Bim-Bcl-XL -1, RGS8-Gao reg 102, Bfl-1 Bim block -14 and Mcl-1 Bim block -3.
Screening O=C(Nc1ccc2c(c1)OCO2)c1cc(-c2cccnc2)nc2ccccc12 returned RGS7-Gao reg inconclusive, Bim-Bcl-W 2, RGS4-Gao reg 99, Mcl1-Bid inh -52, Bcl-B Bim block 6, Mcl1-Noxa inh 27, Bcl-2 Bim block 2, Bim-Bcl-XL 5, RGS8-Gao reg 103, Bfl-1 Bim block 2 and Mcl-1 Bim block 1.
For Cc1ccc(Nc2nc(NCC3CCCO3)nc(N)c2[N+](=O)[O-])cc1 (centres undefined) the results were RGS7-Gao reg 102, Bim-Bcl-W -8, RGS4-Gao reg 101, Mcl1-Bid inh 12, Bcl-B Bim block -12, Mcl1-Noxa inh -6, Bcl-2 Bim block -11, Bim-Bcl-XL -12, RGS8-Gao reg 99, Bfl-1 Bim block -15 and Mcl-1 Bim block -7.
CN1/C(=C/C2CC(=O)NC2=O)C(C)(C)c2ccccc21 (centres undefined) was read as RGS7-Gao reg 103, Bim-Bcl-W 0, RGS4-Gao reg 101, Mcl1-Bid inh -32, Bcl-B Bim block -7, Mcl1-Noxa inh -5, Bcl-2 Bim block -7, Bim-Bcl-XL -2, RGS8-Gao reg 100, Bfl-1 Bim block -5 and Mcl-1 Bim block 0.
`COc1ccccc1CNS(=O)(=O)c1c(C)noc1C` gave RGS7-Gao reg 97, Bim-Bcl-W -1, RGS4-Gao reg 97, Mcl1-Bid inh -33, Bcl-B Bim block -1, Mcl1-Noxa inh 8, Bcl-2 Bim block 2, Bim-Bcl-XL -2, RGS8-Gao reg 99, Bfl-1 Bim block 0 and Mcl-1 Bim block -2.
Cc1cccc(C(=O)OCC(=O)Nc2ccc(N3CCCCC3)cc2)c1O was read as RGS7-Gao reg 98, Bim-Bcl-W 1, RGS4-Gao reg 98, Mcl1-Bid inh -22, Bcl-B Bim block 0, Mcl1-Noxa inh 20, Bcl-2 Bim block -2, Bim-Bcl-XL 0, RGS8-Gao reg 101, Bfl-1 Bim block -4 and Mcl-1 Bim block 4.
COc1ccccc1OP(=O)(O)Oc1ccccc1OC was read as RGS7-Gao reg inconclusive, Bim-Bcl-W -1, RGS4-Gao reg 98, Mcl1-Bid inh -21, Bcl-B Bim block -3, Mcl1-Noxa inh 20, Bcl-2 Bim block -7, Bim-Bcl-XL -1, RGS8-Gao reg 95, Bfl-1 Bim block -3 and Mcl-1 Bim block -1.
Screening O=C(CC1Sc2ncnn2C1=O)Nc1ccc(Cl)cc1 (centres undefined) returned RGS7-Gao reg 97, Bim-Bcl-W 2, RGS4-Gao reg 99, Mcl1-Bid inh -48, Bcl-B Bim block -1, Mcl1-Noxa inh -13, Bcl-2 Bim block 2, Bim-Bcl-XL -3, RGS8-Gao reg 85, Bfl-1 Bim block -2 and Mcl-1 Bim block -9.
Screening O=C(NCN1CCN(c2ccccc2F)CC1)c1cccnc1 returned RGS7-Gao reg 102, Bim-Bcl-W 0, RGS4-Gao reg 101, Mcl1-Bid inh -17, Bcl-B Bim block 1, Mcl1-Noxa inh -9, Bcl-2 Bim block 1, Bim-Bcl-XL 2, RGS8-Gao reg 113, Bfl-1 Bim block -1 and Mcl-1 Bim block 5.
Screening Cc1ccc(OC2=NS(=O)(=O)c3ccccc32)cc1 returned RGS7-Gao reg 98, Bim-Bcl-W -3, RGS4-Gao reg 98, Mcl1-Bid inh 26, Bcl-B Bim block -9, Mcl1-Noxa inh 10, Bcl-2 Bim block -13, Bim-Bcl-XL -6, RGS8-Gao reg 101, Bfl-1 Bim block -16 and Mcl-1 Bim block -1.
For COc1ccc(CCN(C(=O)C(F)(F)F)C(C(=O)NC2CCCCC2)c2cccs2)cc1 (centres undefined) the results were RGS7-Gao reg 96, Bim-Bcl-W -1, RGS4-Gao reg 103, Mcl1-Bid inh -1, Bcl-B Bim block -2, Mcl1-Noxa inh -2, Bcl-2 Bim block -10, Bim-Bcl-XL 1, RGS8-Gao reg 106, Bfl-1 Bim block -15 and Mcl-1 Bim block 0.
C/C(N)=C(/C#N)C(=O)CSc1nnc(-c2ccc3c(c2)OCO3)o1 was read as RGS7-Gao reg 100, Bim-Bcl-W 0, RGS4-Gao reg 116, Mcl1-Bid inh -32, Bcl-B Bim block 0, Mcl1-Noxa inh 19, Bcl-2 Bim block -2, Bim-Bcl-XL 8, RGS8-Gao reg 100, Bfl-1 Bim block -10 and Mcl-1 Bim block 1.
`CCCN(c1ccc(OCC)cc1)S(=O)(=O)c1ccc2c(c1)CCN2C(=O)CCC(=O)O` gave RGS7-Gao reg 99, Bim-Bcl-W 1, RGS4-Gao reg 97, Mcl1-Bid inh -5, Bcl-B Bim block 2, Mcl1-Noxa inh 15, Bcl-2 Bim block -1, Bim-Bcl-XL 0, RGS8-Gao reg 95, Bfl-1 Bim block 0 and Mcl-1 Bim block 0.
`CCOC(=O)c1c(C)n(C)c2ccc(OCC(O)Cn3nc(C)cc3C)cc12` (centres undefined) gave RGS7-Gao reg 99, Bim-Bcl-W 3, RGS4-Gao reg 101, Mcl1-Bid inh -30, Bcl-B Bim block -4, Mcl1-Noxa inh -16, Bcl-2 Bim block -3, Bim-Bcl-XL -1, RGS8-Gao reg 102, Bfl-1 Bim block -10 and Mcl-1 Bim block 3.
COC(=O)c1cccc(C23CC4(C2)[C@H](CN(Cc2ccc(C(F)(F)F)cc2)[C@@H]4c2ccccc2)C3c2ccccc2)c1 (some centres undefined) was read as RGS7-Gao reg inconclusive, RGS4-Gao reg 97, Mcl1-Bid inh -45, Mcl1-Noxa inh 0 and RGS8-Gao reg 101.
`Cc1cnc(C(=O)Nc2ccccc2F)cn1` gave RGS7-Gao reg 102, Bim-Bcl-W 0, RGS4-Gao reg 104, Mcl1-Bid inh -14, Bcl-B Bim block 0, Mcl1-Noxa inh 10, Bcl-2 Bim block -5, Bim-Bcl-XL 0, RGS8-Gao reg 103, Bfl-1 Bim block -15 and Mcl-1 Bim block 0.

Entries from the list above with a thiophene ring, fused or not (2):
For CC(C)c1nc2sc3c(=S)nc[nH]c3c2c2c1CCC2 the results were RGS7-Gao reg inconclusive, RGS4-Gao reg 94, Mcl1-Bid inh -61, Mcl1-Noxa inh -28 and RGS8-Gao reg 95.
For COc1ccc(CCN(C(=O)C(F)(F)F)C(C(=O)NC2CCCCC2)c2cccs2)cc1 (centres undefined) the results were RGS7-Gao reg 96, Bim-Bcl-W -1, RGS4-Gao reg 103, Mcl1-Bid inh -1, Bcl-B Bim block -2, Mcl1-Noxa inh -2, Bcl-2 Bim block -10, Bim-Bcl-XL 1, RGS8-Gao reg 106, Bfl-1 Bim block -15 and Mcl-1 Bim block 0.

Not a hit list; overall some 2.7% were active at least once.
